TLR9-MyD88 inh: TLR9-MyD88 interaction inhibition. Q9NR96+Q99836. CHO BLA complementation TLR9-MyD88, CCF4 FRET ratio. inhibition, % at 4.98 µM. 0.21% of 340,000 active;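 active = inhibition above the mean over all tested compounds plus 3 SD, cut at about 21% in these data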;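 also: 0% = DMSO only wells and 100% = clavulanate BLA inhibitor control wells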
Target sequence (Q99836 whole entry, looked up): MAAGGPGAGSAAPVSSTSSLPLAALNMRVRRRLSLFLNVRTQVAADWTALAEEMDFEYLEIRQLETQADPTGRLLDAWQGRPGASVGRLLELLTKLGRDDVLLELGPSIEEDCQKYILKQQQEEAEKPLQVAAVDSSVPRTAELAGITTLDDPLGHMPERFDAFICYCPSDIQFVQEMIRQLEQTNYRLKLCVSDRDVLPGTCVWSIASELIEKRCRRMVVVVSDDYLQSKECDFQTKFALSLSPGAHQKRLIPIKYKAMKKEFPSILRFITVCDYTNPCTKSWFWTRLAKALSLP
Target sequence (Q9NR96 whole entry, looked up): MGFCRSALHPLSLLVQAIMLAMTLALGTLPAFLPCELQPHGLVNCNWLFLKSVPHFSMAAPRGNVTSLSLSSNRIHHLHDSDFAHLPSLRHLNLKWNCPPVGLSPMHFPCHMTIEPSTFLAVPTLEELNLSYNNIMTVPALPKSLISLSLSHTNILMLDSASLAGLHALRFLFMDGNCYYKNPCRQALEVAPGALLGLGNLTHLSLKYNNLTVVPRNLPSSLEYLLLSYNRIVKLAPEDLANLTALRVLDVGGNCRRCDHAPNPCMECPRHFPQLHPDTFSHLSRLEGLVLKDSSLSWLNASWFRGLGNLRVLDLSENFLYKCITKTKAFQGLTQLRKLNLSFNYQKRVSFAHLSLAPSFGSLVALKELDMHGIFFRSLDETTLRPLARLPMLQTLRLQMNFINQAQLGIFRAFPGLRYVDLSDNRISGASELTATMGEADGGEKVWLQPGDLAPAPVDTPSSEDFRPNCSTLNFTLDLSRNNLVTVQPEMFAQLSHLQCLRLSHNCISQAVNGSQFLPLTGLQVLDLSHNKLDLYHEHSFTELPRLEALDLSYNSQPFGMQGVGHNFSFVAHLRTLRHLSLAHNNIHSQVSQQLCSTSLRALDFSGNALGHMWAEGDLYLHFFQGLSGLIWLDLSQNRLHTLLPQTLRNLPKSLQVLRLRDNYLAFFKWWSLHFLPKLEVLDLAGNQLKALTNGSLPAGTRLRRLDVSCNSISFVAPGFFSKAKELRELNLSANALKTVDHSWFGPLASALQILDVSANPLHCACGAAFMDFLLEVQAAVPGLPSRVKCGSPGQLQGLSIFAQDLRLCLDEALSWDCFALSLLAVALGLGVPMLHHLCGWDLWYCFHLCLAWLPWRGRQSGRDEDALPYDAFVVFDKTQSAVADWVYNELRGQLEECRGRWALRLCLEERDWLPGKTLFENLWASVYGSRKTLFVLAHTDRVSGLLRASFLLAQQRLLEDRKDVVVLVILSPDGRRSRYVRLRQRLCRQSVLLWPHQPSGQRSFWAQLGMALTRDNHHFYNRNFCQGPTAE
NCOA2 inhibitor: human SRC2 (NCOA2) inhibition; 0.17% of 370,000 active; AID 651957; HEK293 GAL4-SRC2 luciferase reporter, luminescence; inhibition, % at 9 µM; Q15596;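 active = inhibition above the mean inhibition of all tested compounds plus 3 SD, set per campaign, cut at about 52% in these data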;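 also: 0% = DMSO treated cells and 100% = cells given Gossypol at 36 µM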
SRC3 inh: inhibitors of human steroid receptor coactivator 3 (SRC3); inhibition, % at 3.6 µM; Q9Y6Q9; HEK293 GAL4-SRC3 luciferase reporter, luminescence; 0.17% of 360,000 active; AID 588352;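 active = inhibition above a per-campaign cutoff, the mean of all compounds plus 3 SD, cut at about 60% in these data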;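 also: 0% = DMSO-treated cells and 100% = gossypol-treated cells at 36 µM; higher means less SRC3-driven luciferase light from the GAL4 reporter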
COUP-TFII inh: blocks human COUP-TFII nuclear receptor. P24468. HEK293T NGFI-A luciferase reporter, luminescence. inhibition, % at 8.6 µM. 0.7% of 370,000 active;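 active = inhibition above a per-plate cutoff, mean inhibition of test wells between control levels plus 3 SD, cut at about 38% in these data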;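 also: cells cotransfected with COUP-TFII expression vector driving the NGFI-A reporter; 0% = median of COUP-TF2 test wells and 100% = reporter-only cells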
LRH-1 inv ag: NR5A2 inverse agonism in reporter assay; O00482; HEK293T StAR-luciferase reporter, LRH-1 transfected, 24 h; inhibition, % at 3.6 µM; AID 602396; 0.13% of 360,000 active;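 active = inhibition above the mean inhibition of all tested compounds plus 3 SD, cut at about 73% in these data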;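 also: 0% = DMSO wells and 100% = reporter-only cells lacking LRH-1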
NCOA1 inh: human NCOA1 inhibition | 0.12% of 360,000 active | inhibition, % at 3.6 µM | HEK293 GAL4-SRC1 luciferase reporter, luminescence | Q15788;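 active = inhibition above the campaign mean plus 3 SD, with each screening campaign given its own cutoff, cut at about 60% in these data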;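 also: 0% = DMSO treated cells and 100% = gossypol at 36 µM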
MC4R antagonist: human MC4R antagonism in cAMP assay | P32245 | MC4R-expressing cells, MTII-stimulated cAMP, LANCE TR-FRET | inhibition, % at 6.5 µM | 0.48% of 360,000 active | AID 540295;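 active = inhibition above its plate's cutoff, the mean of tested wells on that plate plus 3 SD, cut at about 29% in these data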;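 also: 0% = Melanotan II alone and 100% = Melanotan II plus saturating MCL0020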
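Assay system: U2OS cells stably expressing human melanocortin 4 receptor (MC4R) / Dosing: 6.5 µM / Timing: compound 30 min, challenge 1 h, detection 1 h / Measured by: Eu-cAMP/anti-cAMP TR-FRET, emission 671 nm / Replicates: singlicate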
MC4R ag barr: activates human MC4R beta-arrestin recruitment. activation, % at 8.9 µM. P32245. 0.98% of 360,000 active. U2OS MC4R beta-arrestin complementation, luminescence; percent of melanotan II response, DMSO zero;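 active = activation above a per-plate cutoff, the mean activation of sample wells on that plate plus 3 SD, cut at about 8% in these data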
LMP1 NFkB inh: inhibitors of Epstein-Barr LMP1-induced NF-kappaB reporter | inhibition, % at 12.5 µM | LMP1-induced NF-kappaB luciferase reporter cells, luminescence | 0.69% of 350,000 active; in the data active = inhibition above about 41%;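 also: 0% = neutral control wells and 100% = reference inhibitor control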
ABHD5 PLIN5 PPI: ABHD5-PLIN5 protein interaction inhibition. 0.78% of 360,000 active. Split G. princeps luciferase complementation, luminescence, 4 h. Q00G26+Q8WTS1. inhibition, % at 4 µM;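 active = inhibition above the mean inhibition across every tested compound plus 3 SD, cut at about 22% in these data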;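 also: 0% = DMSO only wells and the 100% control is not disclosed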
NOD2 RIPK2 PPI: NOD2-RIPK2 protein interaction inhibition. AID 624267. CHO BLA complementation NOD2-RIPK2, CCF4 ratio. O43353. inhibition, % at 4.98 µM. 0.38% of 360,000 active; in the data active = inhibition above about 21%;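 also: 0% = vehicle only and 100% = reference blocker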
* = called active by the depositor; / = not tested or not shown. These rows are one share of the data; rates above refer to the full screens.

SMILES	TLR9-MyD88 inh	NCOA2 inhibitor	SRC3 inh	COUP-TFII inh	LRH-1 inv ag	NCOA1 inh	MC4R antagonist	MC4R ag barr	LMP1 NFkB inh	ABHD5 PLIN5 PPI	NOD2 RIPK2 PPI
O=C(c1ccccc1)N1CCN(C(=O)c2nn3c(C(F)(F)F)cc(-c4ccccc4)nc3c2Br)CC1	-1	-9	-18	2	2	7	5	-1.4	-2	2	-10
CCCCOc1ccc(C(=O)NCC(=O)N2CC(C)CC(C)C2)cc1 (configuration not stated)	-2	20	22	14	-3	-19	-2	-3.5	-3	-8	-2
O=C(/C(=N\O)n1cncn1)c1ccc(Br)cc1Br	-4	-6	0	1	-20	-46	17	-1.8	7	-5	12
COCCCn1cnnc1SC(C)C(=O)Nc1ccc(S(=O)(=O)N2CCOCC2)cc1 (configuration not stated)	-13	16	-9	4	-22	0	7	0.9	-6	6	7
CCN(CC)C(=O)C1=C(C)N(CCCN2CCCC2=O)C(=O)C(CC(=O)NCC2CCCCC2)C1 (configuration not stated)	8	2	15	-8	13	-8	7	0.5	-2	6	-1
Cc1ccc(NC(=O)CN(C)C(=O)COC(=O)c2ccc(Cl)cc2O)cc1	-9	0	-8	13	6	-12	2	-3.5	-3	5	-8
CN(C)S(=O)(=O)N(CC(=O)N1CCC(Cc2ccccc2)CC1)c1ccccc1	-6	23	17	3	-1	0	9	-2.9	-2	0	-9
O=C(O)CCn1c(C2CCCCC2)nc2ccccc21	-9	6	7	-17	13	-13	3	-1.7	-2	0	-16
COc1ccc(OC)c(NC(=O)NC2CCCCCCC2)c1	9	-7	-2	-11	-25	-58	9	-2.3	9	1	-10
O=C(CN1C(=O)NC2(CCCCCCC2)C1=O)Nc1ccc(Br)cc1	-5	11	16	3	16	-11	-5	0.5	-6	-10	2
C=CCOc1c(Br)cc(/C=C2/NC(=S)N(C(C)=O)C2=O)cc1OC	-2	13	13	0	9	-3	3	-1.1	4	-4	-4
CCOC(=O)c1c(NC(=O)CC2Nc3cc(C)c(C)cc3NC2=O)sc(C)c1C (configuration not stated)	-15	-6	-16	15	1	12	13	1.7	-7	1	2
Cc1ccc(C(=O)N/C(=C\c2cn(C)c3ccccc23)C(=O)NCCCn2ccnc2)cc1	8	-36	-1	-9	14	3	-3	-1.9	0	3	1
CCN1CCN(C(=O)NS(=O)(=O)c2ccc(C)cc2)CC1	-6	-12	7	-7	-5	-3	1	0.6	/	-9	4
COc1ccc(-c2csc(Nc3cccc(C)n3)n2)cc1C	-5	-50	-79	-42	-119	-103	8	0.0	-21	-7	1
CC(C)(C)S(=O)(=O)N1C[C@@H]2CC/C=C\C/C(c3ccccc3)=C\2[C@H]1CCO	-10	-17	-11	-12	9	14	-3	-2.5	-11	-6	-7
O=C(CSc1ccc2c(c1)OCCO2)Nc1ccc(Cl)cn1	2	-7	-9	4	-27	-19	-5	-1.6	-5	-7	1
O=C(CN1C(=O)NC(c2ccccc2)(c2ccccc2)C1=O)NCCNCCO	8	15	-3	4	4	-9	8	-0.3	-6	1	8
O=C(O)CN1C(=O)C2(OCCCO2)c2ccccc21	8	7	-5	-10	5	-69	-3	-0.7	-16	2	-9
O=C1c2ccccc2C(O)(c2ncc[nH]2)N1C1CCCCC1 (configuration not stated)	0	-25	15	9	14	-10	2	-0.2	6	9	12
C[C@@H]1CN([C@@H](C)CO)C(=O)CCCn2nncc2CO[C@@H]1CN(C)S(=O)(=O)c1ccccc1C#N	3	-14	12	-11	-8	-3	16	-0.5	7	-4	0
C=CCc1cccc2ccc(=O)oc12	-12	-2	2	1	13	11	-1	-0.9	1	1	0
OC1(c2ccc(Br)cc2)CCN(Cc2cccc(Br)c2)CC1	1	-5	9	-2	-10	4	8	1.0	3	0	1
O=C(CSc1nnc(-c2ccncc2)n1-c1ccc(F)cc1)NC(=O)NCc1ccco1	-7	-23	-14	-6	-4	-8	3	-0.9	-4	22	-4
COc1ccccc1-c1cccc(-c2nc(C(=O)Nc3nccs3)cc3c2[C@@H](CCO)N(C(C)=O)C3)c1	/	20	/	-12	22	/	/	/	/	8	-17
SMILES	TLR9-MyD88 inh	NCOA2 inhibitor	SRC3 inh	COUP-TFII inh	LRH-1 inv ag	NCOA1 inh	MC4R antagonist	MC4R ag barr	LMP1 NFkB inh	ABHD5 PLIN5 PPI	NOD2 RIPK2 PPI
O=C(Nc1ccccc1Cl)NN1CCCCCC1	-10	-29	-26	2	-24	-19	3	0.3	-4	4	6
CC(=O)n1cc([C@@H]2C=C(C(=O)N3CCOCC3)O[C@H](OCCCCO)C2)c2ccccc21	-3	-8	-11	6	-6	-6	4	-0.4	8	1	-2
Cc1c(N=Nc2ccc(O)cc2)c(=O)n(-c2ccccc2)n1C	9	-8	-3	-14	-1	-7	-19	-2.6	-3	0	-9
O=C1/C(=C/c2cccc3ccccc23)CCCc2ccccc21	2	-39	-5	-13	17	12	4	2.3	-31	-3	2
COc1cccc(CC(=O)OC(C)C(=O)Nc2ncc(Cl)cc2Cl)c1 (configuration not stated)	4	-17	-10	-8	-8	2	12	3.8	-3	1	-7
COc1ccc(NC(=O)CN(C)S(=O)(=O)c2ccccc2)c([N+](=O)[O-])c1	3	-11	-6	-16	-2	-29	8	-3.1	-16	3	-4
CN(C)/N=C/c1ccc([N+](=O)[O-])cc1[N+](=O)[O-]	6	8	7	7	8	-5	-3	-3.8	-5	-4	2
O=C(C[C@@H]1C/C=C\CCC(=O)OC[C@@H]2CCCN2C1=O)N[C@@H](CO)Cc1ccccc1	4	-41	5	1	9	-8	-1	-0.8	-2	0	-2
CC(C)S(=O)(=O)c1csc(C(=O)Nc2ccc(F)cc2)c1N	-6	-101	-57	-26	-154	-86	-4	0.9	-17	0	-13
COC(=O)/C(C#N)=C1/SC=C(C)N1c1ccccc1	5	8	-25	-9	10	-19	16	2.6	-1	-1	6
O=C(CN1C(=O)C2C3C=CC(C3)C2C1=O)Nc1nc(-c2ccccn2)cs1 (configuration not stated)	5	7	4	5	-2	-1	6	-2.1	5	-4	-15
Clc1cccc(Sc2ccc(-c3ccccn3)s2)c1	2	-33	-8	-4	19	-8	6	-0.4	-5	7	9
Cc1ccc(C(=O)NC(=S)Nc2cccnc2Cl)cc1	-2	-48	-66	-29	-155	-54	1	-0.6	-21	-4	-3
COc1ccccc1-c1cc(C(=O)N2CCCCC2)no1	8	-40	-121	-47	-119	-96	0	0.5	-43	8	0
CC(=O)Nc1ccc(NC(=O)c2ccc(S(=O)(=O)N(C)c3ccccc3)cc2)cc1	1	-17	-1	21	-23	2	11	-1.0	0	-7	-9
O=C(O)c1cccc(NS(=O)(=O)c2ccc3c(c2)C(=O)c2ccccc2C3=O)c1	-1	14	-4	6	2	17	-2	0.3	-3	1	-13
CC(C)(C)NC(=O)C1CCN(S(=O)(=O)c2cccc(C(F)(F)F)c2)CC1	-10	-11	5	18	-1	-6	5	0.0	-1	2	6
Cc1nnsc1-c1nc2ccccc2[nH]1	2	-10	21	-18	14	0	0	-2.7	1	3	-16
O=C(C[n+]1cccc(O)c1)Nc1ccc(Br)cc1	4	17	8	13	6	-14	23	-2.8	-3	-2	2
O=C(NNS(=O)(=O)c1ccccc1)Nc1ccc(F)cc1	-3	-6	11	-14	-19	11	6	0.1	-6	-4	-11
COC(=O)[C@@H](Cc1ccc(O)cc1)NC(=O)[C@H]1CCC(=O)N1C(=O)OCc1ccccc1	-2	8	16	-2	1	-1	10	-0.1	0	0	-6
COc1ccc(NC(=O)c2cc(-c3ccccc3Cl)on2)cc1OC	5	-14	-28	0	-10	-21	6	-0.9	-3	-1	-6
Cc1cc(NC(=O)CCCn2nc([N+](=O)[O-])cc2C)no1	-8	-13	12	-4	-14	8	9	-0.6	8	-4	-3
Cc1csc2c(=O)sc(NC(=O)c3ccc(F)cc3Cl)nc12	2	-20	12	11	7	9	10	6.4	20	4	10
Cc1cc(C)cc(N(CCC#N)C(=O)COC(=O)C2CCN(S(=O)(=O)c3ccc(C)c(C)c3)CC2)c1	-4	10	8	12	4	-1	0	-2.1	1	3	-5

Ordered by molar mass (falling): part of the list above.
SMILES	TLR9-MyD88 inh	NCOA2 inhibitor	SRC3 inh	COUP-TFII inh	LRH-1 inv ag	NCOA1 inh	MC4R antagonist	MC4R ag barr	LMP1 NFkB inh	ABHD5 PLIN5 PPI	NOD2 RIPK2 PPI
CC(=O)n1cc([C@@H]2C=C(C(=O)N3CCOCC3)O[C@H](OCCCCO)C2)c2ccccc21	-3	-8	-11	6	-6	-6	4	-0.4	8	1	-2
O=C(CN1C(=O)NC2(CCCCCCC2)C1=O)Nc1ccc(Br)cc1	-5	11	16	3	16	-11	-5	0.5	-6	-10	2
O=C(NNS(=O)(=O)c1ccccc1)Nc1ccc(F)cc1	-3	-6	11	-14	-19	11	6	0.1	-6	-4	-11

An excerpt of these results, field by field.
canonical_smiles: Cc1ccc(C(=O)NC(=S)Nc2cccnc2Cl)cc1
  TLR9-MyD88 inh: -2 | NCOA2 inhibitor: -48 | SRC3 inh: -66 | COUP-TFII inh: -29 | LRH-1 inv ag: -155 | NCOA1 inh: -54 | MC4R antagonist: 1 | MC4R ag barr: -0.6 | LMP1 NFkB inh: -21 | ABHD5 PLIN5 PPI: -4 | NOD2 RIPK2 PPI: -3
canonical_smiles: COc1ccccc1-c1cc(C(=O)N2CCCCC2)no1
  TLR9-MyD88 inh: 8 | NCOA2 inhibitor: -40 | SRC3 inh: -121 | COUP-TFII inh: -47 | LRH-1 inv ag: -119 | NCOA1 inh: -96 | MC4R antagonist: 0 | MC4R ag barr: 0.5 | LMP1 NFkB inh: -43 | ABHD5 PLIN5 PPI: 8 | NOD2 RIPK2 PPI: 0

7 records drawn at random from those above, as already listed:
SMILES	TLR9-MyD88 inh	NCOA2 inhibitor	SRC3 inh	COUP-TFII inh	LRH-1 inv ag	NCOA1 inh	MC4R antagonist	MC4R ag barr	LMP1 NFkB inh	ABHD5 PLIN5 PPI	NOD2 RIPK2 PPI
O=C(C[n+]1cccc(O)c1)Nc1ccc(Br)cc1	4	17	8	13	6	-14	23	-2.8	-3	-2	2
O=C1/C(=C/c2cccc3ccccc23)CCCc2ccccc21	2	-39	-5	-13	17	12	4	2.3	-31	-3	2
Clc1cccc(Sc2ccc(-c3ccccn3)s2)c1	2	-33	-8	-4	19	-8	6	-0.4	-5	7	9
Cc1cc(C)cc(N(CCC#N)C(=O)COC(=O)C2CCN(S(=O)(=O)c3ccc(C)c(C)c3)CC2)c1	-4	10	8	12	4	-1	0	-2.1	1	3	-5
CN(C)/N=C/c1ccc([N+](=O)[O-])cc1[N+](=O)[O-]	6	8	7	7	8	-5	-3	-3.8	-5	-4	2
COC(=O)[C@@H](Cc1ccc(O)cc1)NC(=O)[C@H]1CCC(=O)N1C(=O)OCc1ccccc1	-2	8	16	-2	1	-1	10	-0.1	0	0	-6
COc1ccccc1-c1cc(C(=O)N2CCCCC2)no1	8	-40	-121	-47	-119	-96	0	0.5	-43	8	0

Source: PubChem (several laboratories)
